# Source: PubChem BioAssay (several laboratories)
# RAM inhibit – blocks the yeast RAM network; AID 868; 190,000 compounds, 1.8% hits; inhibition, % at 50 µM; S. cerevisiae dse1pr::URA3 reporter, 5-FOA growth OD615, 2 d; analog-sensitive cbk1-as2 kinase mutant strain;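 active = inhibition above a set limit, 3 SD over mean compound inhibition, cut at about 8.4% in these data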;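 also: 0% = DMSO-only wells with no growth and 100% = 10 µM 1-NA-PP1 full growth; inhibition rescues growth on 5-FOA so higher OD means more RAM inhibition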
# ROMK primary – modulates human ROMK potassium channel activity | 130,000 compounds, 2% hits | P48048 | B-score at 10 µM | Tet-inducible ROMK, thallium flux fluorescence; actives lie on both sides | AID 1918;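 active = signal ratio slope over the read window, or its plate-corrected B-score, at least 3 SD from the plate mean, either direction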;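 also: B-score of the F/F0 ratio slope over 7 to 12 s after thallium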
# Target sequence (P48048 whole entry, looked up): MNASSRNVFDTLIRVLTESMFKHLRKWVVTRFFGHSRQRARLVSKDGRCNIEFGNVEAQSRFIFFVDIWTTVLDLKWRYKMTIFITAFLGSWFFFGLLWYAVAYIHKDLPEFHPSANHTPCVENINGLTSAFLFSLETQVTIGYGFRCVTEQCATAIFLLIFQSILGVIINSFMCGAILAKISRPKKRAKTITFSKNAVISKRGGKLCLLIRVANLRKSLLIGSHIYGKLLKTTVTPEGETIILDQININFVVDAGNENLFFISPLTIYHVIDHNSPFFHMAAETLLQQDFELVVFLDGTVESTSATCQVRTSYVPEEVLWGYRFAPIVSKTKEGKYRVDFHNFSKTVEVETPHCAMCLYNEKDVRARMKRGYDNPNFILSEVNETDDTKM
# SRC2 TRFRET art – counter-screen for PPARgamma SRC-2 recruitment agonists: TR-FRET artefact; stronger effect = higher value; TR-FRET ratio at 8 µM; 200,000 compounds, 0.4% hits; in the data active = TR-FRET ratio above about 2000; also: inactives centre near 1500
# PPARg SRC1 recr – agonists of human PPARgamma SRC-1 coactivator recruitment; P37231; PPARgamma-SRC-1 coactivator recruitment biochemical assay; activation, % at 8 µM; 200,000 compounds, 0.41% hits; AID 631; in the data active = activation above about 19%;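 also: 0% = DMSO and 100% = reference agonist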
# Target sequence (P37231 whole entry, looked up): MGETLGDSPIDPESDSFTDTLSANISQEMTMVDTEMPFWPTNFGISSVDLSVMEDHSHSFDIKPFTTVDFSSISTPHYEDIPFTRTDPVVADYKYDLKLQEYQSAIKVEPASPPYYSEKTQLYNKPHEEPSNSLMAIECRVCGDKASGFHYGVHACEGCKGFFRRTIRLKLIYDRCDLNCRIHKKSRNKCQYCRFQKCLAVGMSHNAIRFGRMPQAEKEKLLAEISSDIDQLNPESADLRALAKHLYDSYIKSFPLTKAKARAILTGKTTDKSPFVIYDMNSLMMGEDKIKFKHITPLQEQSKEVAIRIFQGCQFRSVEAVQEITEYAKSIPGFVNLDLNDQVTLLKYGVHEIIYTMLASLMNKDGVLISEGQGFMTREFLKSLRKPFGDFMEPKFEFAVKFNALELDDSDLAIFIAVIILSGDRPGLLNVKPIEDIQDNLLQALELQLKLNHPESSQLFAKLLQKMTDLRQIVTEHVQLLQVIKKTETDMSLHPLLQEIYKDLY
# PPARg SRC2 recr – PPARgamma-driven SRC-2 recruitment agonism; P37231; PPARgamma LBD-SRC-2 recruitment, biochemical; activation, % at 8 µM; 200,000 compounds, 0.34% hits; in the data active = activation above about 22%;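 also: 0% = vehicle and 100% = reference agonist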
# TLR4 MyD88 comp – TLR4-MyD88 interaction inhibition in cells; O00206+Q99836; HeLa CL3-4 TLR4/MyD88 BLA complementation, FRET ratio; inhibition, % at 8.4 µM; 200,000 compounds, 0.18% hits; in the data active = inhibition above about 25%;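 also: 0% = vehicle and 100% = reference inhibitor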
# PPARg SRC3 recr – agonists of human PPARgamma SRC-3 coactivator recruitment. P37231. biochemical PPARgamma/SRC-3 coactivator recruitment assay. activation, % at 8 µM. 200,000 compounds, 0.26% hits; in the data active = activation above about 23%;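 also: 0% = DMSO and 100% = reference agonist; some compounds past the cut are filed as inactive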
# STAT3 blocker – inhibitors of IL-6 induced STAT3 signaling; U3A cells, IL-6 STAT3-luciferase reporter, luminescence; host cell line lacks STAT1; inhibition, % at 5.5 µM; 190,000 compounds, 0.89% hits; AID 862;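 active = inhibition above the mean inhibition across all screened compounds plus 3 SD, cut at about 44% in these data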;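 also: 0% = DMSO only wells and 100% = 100 µM nifuroxazide control wells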
# STAT1 blocker – inhibitors of IFN-gamma induced STAT1 signaling. NIH 3T3 STAT1-luciferase reporter, luminescence. 200,000 compounds, 0.35% hits. inhibition, % at 5.5 µM;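 active = inhibition above a set limit, the mean inhibition across all tested compounds plus 3 SD, cut at about 34% in these data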;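 also: 0% = IFN-gamma with DMSO and 100% = IFN-gamma with 300 µM nifuroxazide; values of inactives mirror those of a sister screen read the other way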
# S1P3 antag – blocks the human S1P3 receptor | inhibition, % at 4.98 µM | 170,000 compounds, 0.27% hits | CHO S1P3 NFAT-BLA reporter, FRET fluorescence, antagonist mode | Q99500 | AID 485;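 active = inhibition above the plate cutoff, the mean inhibition of test wells on that plate plus 3 SD, cut at about 28% in these data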;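 also: cells challenged with S1P at its EC80 of 0.8 µM; blue over green emission ratio from cleaved BLA substrate after 4 h stimulation; 0% = S1P-stimulated wells and 100% = unstimulated DMSO-only wells; some compounds past the cut are filed as inactive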
# STAT3 activator – increases IL-6 driven STAT3 reporter signal | U3A cells, IL-6 STAT3-luciferase reporter, luminescence; 100% = signal with IL-6 EC80 alone | 190,000 compounds, 0.91% hits | AID 871 | activation (% of control), % at 5.6 µM;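 active = activation above the screen-wide mean of compound activation plus 3 SD, cut at about 130% in these data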;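 also: 0% = background luminescence of wells with medium and substrate only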
#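 Test system: Human STAT1-deficient U3A cells with stable STAT3-luciferase reporter | Also added: Interleukin-6, 33 ng/mL | Timing: Compound pre-incubation 1 h before IL-6, then 6 h stimulation at 37 °C | Technique: Luciferase reporter luminescence | Read-out: Percent of IL-6-only median luminescence | Benchmarks: IL-6-only wells as 100% reference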
# * = called active by the depositor; . = not tested or not shown.
SMILES,RAM inhibit,ROMK primary,SRC2 TRFRET art,PPARg SRC1 recr,PPARg SRC2 recr,TLR4 MyD88 comp,PPARg SRC3 recr,STAT3 blocker,STAT1 blocker,S1P3 antag,STAT3 activator
CCSC1(SCC)N=C(N)C2(C#N)C(c3ccccc3)NC(C)=CC12C#N (stereo not drawn),-0.3,0.95,1541,4,-8,1,-4,-5,13,7,107
CCOCC(=O)Nc1ccc(S(=O)(=O)N2CCOCC2)cc1,2.7,.,1489,-9,-13,7,-9,12,2,.,93
Cc1ccc(SCCNC(=S)Nc2ccccc2)cc1,0.7,-0.027,1520,4,10,-18,1,13,-3,.,88
COC(=O)Cn1cc(C(=O)C(C)(C)C)c2ccccc21,-0.1,0.56,1461,2,7,-13,3,-2,-9,-12,106
COc1ccc(C(=O)Nc2cccc(C(=O)NCc3ccccc3)c2)cc1,5.0,-0.53,1573,-2,4,9,2,13,13,13,94
NCCCS(=O)(=O)O,1.2,.,1455,1,-5,-14,1,11,16,-14,92
Cc1sc2nc(SCC(N)=O)n(C)c(=O)c2c1C,3.3,.,1558,-2,-1,7,13,15,2,.,91
Cc1cc(NS(=O)(=O)Cc2ccccc2)no1,0.6,.,1258,-1,9,8,-3,0,-6,6,103
CC1(C)Cc2ccccc2C(NNC(=O)c2ccccc2)=N1,-0.6,0.47,1677,-6,3,-1,-2,14,-2,1,94
O=C(CSc1ncccc1C(=O)O)NCc1ccc(F)cc1,0.8,0.56,1618,5,-4,7,3,1,1,8,102
O=C(c1ccc(=O)n(Cc2ccc(Cl)c(Cl)c2)c1)N1CCOCC1,1.0,.,1618,6,7,-8,12,1,0,.,108
Cc1cc(=O)n2[nH]c(-c3ccccc3)cc2n1,0.7,0.19,1678,0,0,-8,-12,-9,-11,-2,109
O=C(O)CCS(=O)(=O)c1cc(Br)cc2c1N(C(=O)C1CC1)CC2,-0.1,-0.73,1591,4,4,11,0,13,-1,-9,94
Cn1c2c(c3ccccc31)CC/C2=N\O,-0.1,.,1657,3,5,6,-3,9,11,15,98
CCCCn1nnnc1SCC(=O)Nc1cccc(C)n1,0.5,0.94,1427,-4,-3,5,1,-5,-6,-21,107
O=C(Nc1ccc(N2CCOCC2)cc1)C1CCN(S(=O)(=O)Cc2ccccc2)CC1,3.7,0.2,1446,-1,-1,2,-5,-6,-9,-9,107
O=c1sc2ccccc2n1CCCOc1ccccc1,0.3,.,1432,-1,5,7,0,14,-34,.,91
Cn1ccnc1C(O)c1ccc(OCc2ccccc2)cc1 (stereo not drawn),-0.7,.,1643,5,4,-3,-1,11,-10,.,96
Cc1cccc(C)c1NC(=O)COC(=O)COc1ccc2c(C)cc(=O)oc2c1,2.2,-0.11,1568,-3,-9,5,2,7,-7,-8,93
COC(=O)c1sc2nc(N)c(C#N)cc2c1N,3.3,0.81,1597,0,4,-3,-1,-2,-5,-6,100
CCCc1cc(C(=O)Nc2cccc(C(C)=O)c2)no1,1.0,.,1496,7,4,1,1,13,-17,-3,93
CCNC(=S)N(Cc1cc2cc(C)ccc2[nH]c1=O)C1CCCC1,0.3,-1.2,1291,-3,-5,7,4,20,5,5,89
Cc1cc(C)cc(NC(=O)c2c(C)nc3ccccn23)c1,0.1,0.24,1211,5,-3,10,-1,3,-2,10,99
CC(C)(C)Nc1c(-c2ccc(O)cc2)nc2ccc(Cl)cn12,0.4,0.38,1621,9,4,-2,1,26,2,-10,81
CCOC(=O)Cn1c(CCC(=O)O)ccc1-c1ccc(F)cc1,0.6,.,1551,-1,1,2,8,1,1,-39,104
CSc1nc2ccccc2n1CC(=O)Nc1cc(C(F)(F)F)ccc1N1CCOCC1,1.9,-0.95,1429,1,0,-8,-1,3,0,.,98
Cc1cc(C(=O)c2cnc(/N=C/N(C)C)s2)cc(C)c1O,-0.4,.,1498,4,2,-10,11,6,7,.,97
Cc1ccc2c(CSc3nnc4ccccn34)cc(=O)oc2c1C,0.0,-0.0056,1394,5,0,0,-2,9,-7,-19,91
COc1ccc(N2C(=O)CCC(C(=O)N3CCCCCC3)C2c2ccc(OC)c(OC)c2)cc1 (stereo not drawn),-0.9,0.53,1607,0,2,-6,-2,-10,-2,.,111
C/C(=N\NC(=O)CC1N=C(Cc2ccccc2)NNC1=O)c1ccccc1 (stereo not drawn),4.0,.,1434,-6,-8,13,-18,2,-5,.,102

# Some of the entries above, set out differently.
structure	RAM inhibit	ROMK primary	SRC2 TRFRET art	PPARg SRC1 recr	PPARg SRC2 recr	TLR4 MyD88 comp	PPARg SRC3 recr	STAT3 blocker	STAT1 blocker	S1P3 antag	STAT3 activator
Cn1ccnc1C(O)c1ccc(OCc2ccccc2)cc1 (stereo not drawn)	-0.7	.	1643	5	4	-3	-1	11	-10	.	96
Cc1cccc(C)c1NC(=O)COC(=O)COc1ccc2c(C)cc(=O)oc2c1	2.2	-0.11	1568	-3	-9	5	2	7	-7	-8	93
COC(=O)c1sc2nc(N)c(C#N)cc2c1N	3.3	0.81	1597	0	4	-3	-1	-2	-5	-6	100
CCCc1cc(C(=O)Nc2cccc(C(C)=O)c2)no1	1.0	.	1496	7	4	1	1	13	-17	-3	93
CCNC(=S)N(Cc1cc2cc(C)ccc2[nH]c1=O)C1CCCC1	0.3	-1.2	1291	-3	-5	7	4	20	5	5	89
Cc1cc(C)cc(NC(=O)c2c(C)nc3ccccn23)c1	0.1	0.24	1211	5	-3	10	-1	3	-2	10	99
CC(C)(C)Nc1c(-c2ccc(O)cc2)nc2ccc(Cl)cn12	0.4	0.38	1621	9	4	-2	1	26	2	-10	81
CCOC(=O)Cn1c(CCC(=O)O)ccc1-c1ccc(F)cc1	0.6	.	1551	-1	1	2	8	1	1	-39	104
CSc1nc2ccccc2n1CC(=O)Nc1cc(C(F)(F)F)ccc1N1CCOCC1	1.9	-0.95	1429	1	0	-8	-1	3	0	.	98
Cc1cc(C(=O)c2cnc(/N=C/N(C)C)s2)cc(C)c1O	-0.4	.	1498	4	2	-10	11	6	7	.	97
Cc1ccc2c(CSc3nnc4ccccn34)cc(=O)oc2c1C	0.0	-0.0056	1394	5	0	0	-2	9	-7	-19	91

# Remaining list, next part.
SMILES,RAM inhibit,ROMK primary,SRC2 TRFRET art,PPARg SRC1 recr,PPARg SRC2 recr,TLR4 MyD88 comp,PPARg SRC3 recr,STAT3 blocker,STAT1 blocker,S1P3 antag,STAT3 activator
CCN1CCCC1CNS(=O)(=O)c1ccc(Cl)c(C(F)(F)F)c1 (stereo not drawn),-0.2,-2.2,1434,0,5,5,3,0,-5,-6,103
CCC(C)(C)NC(=O)C(c1ccc(C)cc1)N(Cc1ccco1)C(=O)Cn1nnc2ccccc21 (stereo not drawn),3.7,0.53,1458,8,6,1,-3,5,1,.,98
CCOC(=O)c1cnc2c(c(C)nn2CC)c1NCCN1CCOCC1,3.0,0.085,1416,5,2,-13,2,0,3,-11,105
O=[N+]([O-])c1cc(Br)c(O)c(/C=N/Nc2nc3ccccc3s2)c1,5.1,0.91,1553,-3,-4,7,-1,-26,1,-3,127
COc1ccc(C(=O)N/N=C/c2ccc(OC)c(OS(=O)(=O)c3ccccc3)c2)cc1,2.6,.,1627,5,4,0,9,4,0,2,98
S=c1[nH]nc(-c2ccccc2)n1/N=C/C=C/c1ccco1,2.3,.,1574,12,15,-1,3,-4,5,-11,99
NC(=O)SCC(=O)Nc1ccc(Cl)c(Cl)c1,3.0,-2.9,1457,4,2,1,3,8,-2,-39,97
CN1CCN(/C=N/c2c(C#N)cnn2Cc2ccccc2)CC1,-0.1,-0.26,1469,-3,-2,6,-4,0,-3,6,102
O=C(CSc1ccc(-c2nc3ccccc3[nH]2)cn1)Nc1ccc2c(c1)OCCO2,2.1,.,1513,6,5,1,4,-21,-14,.,119
O=C(CSc1nnc(CCc2ccccc2)n1-c1ccc(Cl)cc1)c1ccccc1,5.9,.,1645,-2,4,4,-5,-9,6,2,103
CCN(CC)CCn1c(=S)[nH]c2ccc(Cl)cc2c1=O,0.5,.,1734,3,2,12,2,-2,-3,.,104
CC(C)Cn1c(CN2C(=O)c3ccccc3C2=O)nc2ccccc2c1=O,5.2,.,1423,8,-4,9,-8,0,-9,4,105
c1ccc2oc(Cc3ccc(Cc4nc5ccccc5o4)cc3)nc2c1,4.3,1,1467,-1,-2,-2,4,21,0,.,86
O=C(NC(=S)N1CCN(Cc2ccccc2)CC1)c1ccccc1,-0.4,-0.092,1553,0,-4,-7,-5,3,3,10,97
Cc1ccc(C2=NN(Cc3nnc(-c4ccccc4)o3)C(=O)SC2)cc1,12*,-0.85,1591,-2,-5,-1,-1,-7,6,-5,109
Fc1cccc(-c2cc3nc(-c4ccccc4)cc(N4CCC5(CC4)OCCO5)n3n2)c1,5.4,-0.53,1707,1,5,-3,17,7,-10,.,97
CC1=CC(=NOC(=O)/C=C/c2ccccc2)C=C(C)C1=O,2.7,.,1665,1,10,0,0,12,3,.,99
Cc1c(NC(=O)C(C)N2CC(C)OC(C)C2)c(=O)n(-c2ccccc2)n1C (stereo not drawn),3.0,.,1435,2,8,5,9,5,1,28,102
C=CCn1c(=NC(=O)c2ccc(S(=O)(=O)N3CCc4ccccc4C3)cc2)sc2cc(S(N)(=O)=O)ccc21,3.9,0.42,1627,-7,2,15,0,-36,-10,-14,131
COc1ccccc1NC(=O)C(=N\O)/C(C)=N/O,1.2,-0.29,1661,6,2,2,3,1,3,-5,103
O=c1[nH]c2ccccc2n2c(-c3ccccc3)nnc12,-1.0,.,1393,-1,6,12,12,2,6,.,105
CCOC(=O)c1cccc(NC(=O)c2cccnc2)c1,0.9,0.44,1714,7,8,0,0,6,21,-7,100
Cc1cc(C)cc(NC(=S)NCCCO)c1,1.8,-0.28,1752,0,2,0,4,0,-5,-13,103
O=C(Nc1cccc(S(=O)(=O)N2CCCCCC2)c1)c1ccc2c(c1)OCO2,3.5,-3.6*,1317,1,11,5,5,28,26,9,79
Cc1cc(CNC(=O)CC2C(=O)NCCN2Cc2ccccc2C(F)(F)F)on1 (stereo not drawn),-0.2,-0.55,1684,7,6,11,-2,14,17,13,91
